FAS-TE inh – inhibitors of human fatty acid synthase thioesterase domain; P49327; recombinant FAS-TE, OMFH fluorogenic substrate, fluorescence endpoint; inhibition, % at 15 µM; actives 0.67% (n = 360,000); AID 602261;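 active means compounds whose normalised, plate-corrected inhibition of enzyme fluorescence in the single-dose primary screen is 50% or more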;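 further: 0% = DMSO with enzyme and 100% = substrate without enzyme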
MT1-MMP act inh – MT1-MMP (human) activation inhibition. GFP/RFP ratio change, % at 20 µM. actives 0.061% (n = 360,000). AID 651647. HT1080 RFP-PRO-GFP cells, GFP/RFP ratio fluorescence, overnight; percent of plate control window, DMSO zero;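 active means GFP/RFP ratio change of at least 30% with cell ATP level not reduced by more than half and red fluorescence within 50% of control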; further: strong numbers were not always called active
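Assay system: RFP-PRO-GFP reporter HT1080 cells; read-out basis: GFP/RFP fluorescence ratio; benchmarks: DMSO wells and RFP-L50D-GFP cells; doses: 20 µM single dose, 1% DMSO; schedule: overnight cell settling, then overnight compound exposure, 37 °C, 5% CO2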
NRP1-CendR mod – alters CendR peptide binding to human NRP-1 | FAM-RPARPAR peptide binding to NRP-1, fluorescence polarization | inhibition, % at 25 µM | actives 0.85% (n = 360,000) | O14786;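 active means inhibition or corrected inhibition above about 18%, plus a signal ratio from 0.5 to 1.5, limit read from the data, passing the limit was not always enough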; further: strong numbers were not always called active
MsrA inhibitor – inhibits bovine methionine sulfoxide reductase A; actives 0.75% (n = 360,000); purified bovine MsrA, absorbance read-out; inhibition, % at 15.5 µM; in the data active means inhibition above about 4.5%;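 further: 0% = vehicle wells with enzyme and 100% = reference inhibitor wells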
bovine MsrA act – activators of bovine methionine sulfoxide reductase A; purified bovine MsrA, absorbance read-out; actives 0.3% (n = 360,000); activation, % at 10.6 µM; in the data active means activation above about 7.5%;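 further: 0% = vehicle and 100% = reference activator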
eLon inh – inhibits E. coli Lon protease; P0A9M0; purified E. coli Lon protease, fluorescence polarization; inhibition, % at 7.94 µM; actives 0.42% (n = 360,000); AID 602123; in the data active means inhibition above about 13%, passing the limit was not always enough;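 further: 0% = enzyme with probe and DMSO and 100% = no enzyme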
PABP1 MLLE inh – inhibitors of microRNA-mediated deadenylation, human PABP1 MLLE binding; P11940; GST-MLLE / FITC-PAM2 fluorescence polarization; inhibition, % at 20 µM; actives 0.36% (n = 360,000); in the data active means inhibition above about 35%, passing the limit was not always enough;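 further: plate controls were DMSO wells with GST-MLLE for no effect and wells lacking GST-MLLE protein for full effect; some results filed as inactive read as strong as hits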
Target sequence (P11940 whole entry, looked up): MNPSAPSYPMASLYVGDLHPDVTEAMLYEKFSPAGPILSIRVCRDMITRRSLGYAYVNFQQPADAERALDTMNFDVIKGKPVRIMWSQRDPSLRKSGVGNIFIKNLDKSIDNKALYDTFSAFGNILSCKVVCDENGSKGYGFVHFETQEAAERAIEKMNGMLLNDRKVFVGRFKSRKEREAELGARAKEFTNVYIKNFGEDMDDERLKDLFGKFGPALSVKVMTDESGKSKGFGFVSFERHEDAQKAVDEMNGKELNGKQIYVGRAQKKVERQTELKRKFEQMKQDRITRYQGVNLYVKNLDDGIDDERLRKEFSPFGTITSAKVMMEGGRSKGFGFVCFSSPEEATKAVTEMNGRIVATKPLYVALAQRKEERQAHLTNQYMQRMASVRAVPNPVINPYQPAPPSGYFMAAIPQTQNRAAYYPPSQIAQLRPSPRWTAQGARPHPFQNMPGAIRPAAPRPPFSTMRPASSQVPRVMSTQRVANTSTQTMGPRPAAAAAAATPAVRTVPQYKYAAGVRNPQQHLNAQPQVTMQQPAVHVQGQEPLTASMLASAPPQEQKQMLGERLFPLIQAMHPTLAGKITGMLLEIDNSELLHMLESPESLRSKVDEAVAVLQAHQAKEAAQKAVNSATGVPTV
SKN-1 inh – blocks SKN-1 activity in C. elegans; actives 0.49% (n = 360,000); C. elegans VP596 Pgst-4::GFP/RFP ratio, acrylamide-induced, 24 h; inhibition, % at 21.8 µM;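 active means interference check ratio from 0.5 to 1.5 plus GFP to RFP signal ratio inhibition reaching or exceeding a fixed threshold, cut at about 30% in these data, passing the limit was not always enough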; further: some compounds called inactive have numbers as strong as hits
Tb MetRS inh – Trypanosoma brucei MetRS inhibition | purified T. brucei MetRS, ATP depletion, Kinase-Glo luminescence | inhibition, % at 11.9 µM | AID 624268 | actives 0.4% (n = 360,000);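 active means inhibition above a per-plate cutoff of the control wells' mean inhibition plus 3 SD, cut at about 5.5% in these data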;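 further: 0% = DMSO wells median and 100% = median of wells with control inhibitor compound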
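assay system = parasite MetRS enzyme | timing = 15 min preincubation, 2 h reaction, all 25 °C | evaluation = percent inhibition relative to median high and low control wells | medium = HEPES buffer containing pyrophosphatase, BSA, spermine, DTT | compound = single dose, 11.9 µM final nominal, 0.9% final DMSO | detection = Kinase-Glo luminescence, ATP depletion format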
* = called active by the depositor; . = no result given.

SMILES	FAS-TE inh	MT1-MMP act inh	NRP1-CendR mod	MsrA inhibitor	bovine MsrA act	eLon inh	PABP1 MLLE inh	SKN-1 inh	Tb MetRS inh
CCOC(=O)c1c(NC(=O)COc2ccccc2F)sc2c1CC(C)(C)NC2(C)C	11.9	-2.3	-1.9	-1.1	-3.5	-3.0	4.4	-7.2	-0.5
O=C1CCC(C(=O)N2CCC(CO)CC2)CN1Cc1ccc(Cl)cc1 (stereo not drawn)	-5.8	-1.3	-6.4	-0.1	0.0	-0.2	-5.7	-1.8	-0.3
COc1ccc(-c2csc(Nc3ccccn3)n2)cc1OC	8.7	1.9	2.3	0.3	1.6	-0.4	-3.9	3.5	0.0
CCOC(=O)[C@H]1[C@H]2COc3ccc(Cl)cc3[C@@H]2N2C(=O)CN(Cc3ccco3)C(=O)[C@@]12C	-11.0	1.5	-8.5	-1.1	-11.6	-6.7	-1.9	-1.4	-0.3
C=CCn1c(N2CCN(c3ccc(OC)cc3)CC2)nc2c1c(=O)[nH]c(=O)n2C	-1.0	1.8	-6.2	-0.2	-2.8	0.5	-0.5	-3.8	-0.2
Nc1c(NC(=O)CC[n+]2ccccc2)cccc1[N+](=O)[O-]	-8.1	-1.1	9.6	0.2	2.1	3.9	-3.3	2.6	11.2*
C=CCOc1ccc(/C=C2/C(=O)ON=C2C)cc1OC	-1.8	1.7	1.8	-0.5	-0.8	-4.2	19.0	-19.9	-0.9
CCC(CO)Oc1cc(NCc2cccc(O)c2)c2ncn(C(C)C)c2c1 (stereo not drawn)	-12.4	5.7	3.2	2.0	-0.9	-5.0	9.6	-4.6	0.0
COc1ccccc1N(CC(=O)N1CCc2ccccc2C1)S(C)(=O)=O	-2.0	0.0	24.8*	1.6	-2.3	-6.0	0.2	7.2	-0.1
O=C(c1ccc(S(=O)(=O)N2CCCC2)cc1)N1CCN(c2ccccc2F)CC1	3.6	2.7	12.5	0.9	5.5	-7.6	-3.6	14.7	-0.4
C=CCn1c(=NC(=O)C2COc3ccccc3O2)sc2cccc(OC)c21 (stereo not drawn)	26.7	-6.0	6.9	0.3	-10.6	4.0	-2.1	-2.1	-0.9
Cc1cc(NC(=O)c2ccc(Br)c(S(=O)(=O)N3CCCC3)c2)no1	-0.4	3.6	7.9	-0.4	-3.5	0.4	2.6	1.9	-1.7
Cc1cc2nncn2c2ccccc12	-7.9	5.9	4.5	0.0	-1.0	-5.3	17.0	3.5	-0.1
CN(C)c1nc(NCc2ccccc2)nc(N/N=C/c2cccc(Br)c2)n1	15.9	2.1	2.8	1.9	-7.8	3.3	-0.8	3.4	-1.2
CCCCCn1c(CN2CCCCC2CC)nc2c1c(=O)n(C)c(=O)n2C (stereo not drawn)	9.3	1.8	-8.3	0.1	-1.8	-2.8	-3.9	-9.6	0.5
NC(=O)c1ccc(NC(=O)CN2C(=O)NC(c3ccccc3)(c3ccccc3)C2=O)cc1	3.1	4.2	-1.3	1.7	-4.3	-8.3	-0.7	-0.5	-0.3
CN[C@H]1C[C@H]2c3cc(N4CCN(C)CC4)ccc3CCN2C(=O)[C@H]1[C@H](C)O	-11.2	-2.0	-7.0	1.4	-8.2	4.5	0.1	-5.1	-2.7
CCN(CC(=O)NCc1cccs1)CC(=O)Nc1ccccc1C	-5.7	-3.7	4.5	-1.0	-2.4	5.6	7.3	19.2	-0.4
Cc1cc(=O)oc2c3c(cc(OCC(=O)Nc4ccc(CCO)cc4)c12)OC(C)(C)CC3	1.1	1.8	2.0	0.9	-2.7	-1.6	8.0	5.1	0.7
CSc1ncccc1C(=O)OCC(=O)C(C)(C)C	-1.5	-1.5	8.0	-0.5	5.4	6.3	4.4	9.3	0.1
O=C(c1ccc(CNS(=O)(=O)c2cccc(Cl)c2)cc1)N1CCCC1	-6.7	-2.2	-7.5	0.4	-5.9	-8.2	9.6	-2.0	-1.2
Cc1c(Cl)cccc1NC(=O)Nc1cc(C(C)(C)C)on1	14.1	-1.8	-4.0	-0.1	3.2	1.6	0.7	6.2	-0.5
CCc1ccc(NC(=O)CSc2nc(=O)n(CCCN3CCOCC3)c3c2CCC3)cc1	-3.8	-1.1	-1.6	-0.1	-3.2	-1.9	2.3	7.5	-0.4
CCSc1nnc(N)s1	-8.9	-0.5	-1.2	-1.1	-11.0	11.5	4.8	-20.4	-1.0
CN(C)c1ccc(Cl)cc1N	-8.6	.	27.6*	0.6	-12.7	9.6	-1.4	-7.5	-1.3
SMILES	FAS-TE inh	MT1-MMP act inh	NRP1-CendR mod	MsrA inhibitor	bovine MsrA act	eLon inh	PABP1 MLLE inh	SKN-1 inh	Tb MetRS inh
CC(C)(C)[C@@H]1C=C(C(=O)N2CCOCC2)O[C@H](OCc2ccc(CO)cc2)C1	-9.7	1.1	3.9	0.3	-2.7	-7.7	-4.3	6.3	-0.2
CCNS(=O)(=O)c1cc(S(C)(=O)=O)ccc1Cl	-7.3	6.0	9.2	-0.3	-2.4	0.0	-7.4	4.8	-1.8
CC(=O)Nc1cccc(OCCCNS(=O)(=O)c2ccc(F)cc2)c1	-7.0	1.6	-11.6	1.1	1.5	0.5	-16.9	-7.3	-0.3
O=C(NCCCn1ccnc1)C(=O)NCC1OCCCN1S(=O)(=O)c1ccccc1 (stereo not drawn)	-7.5	3.6	2.9	-0.7	-6.5	-1.5	10.3	0.1	-0.9
Cc1ccc(-n2c(CSc3nc(C)cc(C)n3)n[nH]c2=S)cc1	-3.7	1.1	-7.0	1.0	-9.4	0.1	-3.2	0.1	-0.9
CCOc1ccc(C(=O)NC(Cc2ccccc2)C(=O)OC)cc1 (stereo not drawn)	-6.6	0.1	-9.7	-0.6	-6.3	2.2	-0.3	-5.1	-0.3
CCOc1ccc(NC(=O)Nc2cccc(C)n2)cc1	-1.5	0.0	5.1	-0.5	-2.6	3.4	1.4	6.3	-0.5
COc1ccc(NC(=O)N(C)C[C@H]2Oc3c(NC(=O)C4CC4)cccc3C(=O)N([C@H](C)CO)C[C@@H]2C)cc1	-0.2	1.1	-13.9	-0.2	-13.6	28.8	9.6	-6.4	-0.5
COc1ccc(/C=C2\CCCC3C2=NN(C(=O)c2scnc2C)C3c2ccc(OC)cc2)cc1 (stereo not drawn)	31.4	-11.9	0.2	-1.3	-1.5	-1.7	-4.7	-11.6	-0.7
COc1cc(OC)cc(C(=O)Nc2ccc(C(=O)Nc3ccccc3OC)cc2)c1	26.1	-0.2	7.3	3.1	-2.5	-0.2	-2.6	-10.9	-0.4
Cc1nc(CSc2nnc3scc(-c4ccccc4)n23)cs1	-10.2	-8.5	-6.8	1.4	-10.2	0.8	-2.5	-21.0	-1.3
CCc1cccc(NC(=O)C2CCCC2)c1	-0.6	-0.2	-5.0	0.9	-1.7	-4.4	-0.5	6.3	0.1
O=C(NCC(c1ccco1)N1CCCCC1)c1cccs1 (stereo not drawn)	-6.5	3.2	2.8	1.6	-0.1	-2.5	-2.1	18.1	0.6
O=C(COC(=O)c1cc([N+](=O)[O-])ccc1NCCO)Nc1cccnc1Cl	30.9	3.2	6.9	4.3	-3.1	-91.8	3.3	-6.5	0.6
COc1ccc(OC)c(N(CC(=O)NCCSc2ccccc2)S(C)(=O)=O)c1	-1.4	1.9	14.4	-0.6	-0.9	-10.1	10.0	14.7	-0.4
O=[N+]([O-])c1ccc(Sc2ncc3ccccn23)nc1	2.6	1.6	7.8	-0.2	-3.0	6.4	9.3	-5.6	0.3
COc1ccccc1C(=O)NC(=S)Nc1ccc(N2CCCC2)cc1	2.3	-4.2	-5.5	-1.0	-5.2	1.4	13.9	0.9	-0.7
CCC(=O)N1CCCc2ccccc21	-6.3	3.8	10.3	-0.8	-2.0	-9.3	5.2	-9.2	-0.3
O=C1CCC/C=C\C[C@@H](CC(=O)N(CCO)Cc2ccccc2)C(=O)N[C@H](Cc2c[nH]c3ccccc23)CO1	-4.6	-1.9	-4.5	-1.5	-3.3	-3.7	-6.3	-12.7	-1.1
O=C(Cn1cc([N+](=O)[O-])ccc1=O)N1CCCc2ccccc21	-1.8	1.9	-1.3	0.4	-8.5	7.5	17.0	-6.3	-0.6
O=C(O)c1cccc(-n2cccc2/C=C2/NC(=O)N(c3ccc(Cl)cc3)C2=O)c1	6.5	-6.1	-107.7	0.8	-6.0	-12.1	-5.9	6.1	-0.1
CNC[C@H]1Oc2c(NS(=O)(=O)c3ccc(F)cc3)cccc2C(=O)N([C@H](C)CO)C[C@@H]1C	-7.0	-3.3	9.9	-1.0	-4.0	-3.0	1.5	-1.7	-0.3
Cc1ccc(NC(=O)c2cnccn2)c(OC(F)F)c1	-9.9	-2.8	-18.0	-1.5	-4.2	-1.1	9.0	5.3	-0.6
O=C(O)/C=C/C(=O)NNC(=O)c1cc(-c2ccccc2)n[nH]1	-5.4	1.7	-28.3	0.3	-3.1	-3.0	23.7	0.2	1.4
COc1ccc(CCNC(=O)c2ccncc2)cc1OC	-5.1	1.2	-3.2	-1.6	-3.5	6.8	3.2	21.1	-0.9
SMILES	FAS-TE inh	MT1-MMP act inh	NRP1-CendR mod	MsrA inhibitor	bovine MsrA act	eLon inh	PABP1 MLLE inh	SKN-1 inh	Tb MetRS inh
O=C(NCCCN1CCOCC1)c1cc2c([nH]c3ccccc32)c(-c2cccc(Br)c2)n1	9.9	5.3	3.1	0.3	-5.0	3.9	-6.3	7.6	-0.2
CCc1cc(C(=O)OC)c(NC(=O)CC2SC(N)=NC2=O)s1 (stereo not drawn)	-8.5	-3.2	-1.9	-1.4	-10.9	-3.9	1.4	-9.0	-1.4
COCCn1c(=S)[nH]c2cc(C(=O)N3CC(C)CC(C)C3)ccc2c1=O (stereo not drawn)	-9.0	1.0	14.7	0.6	.	.	-66.0	9.0	.
COc1ccc(CCNC(=O)c2cc([N+](=O)[O-])ccc2N2CCOCC2)cc1	25.2	-6.3	-1.3	0.5	-0.8	-1.2	11.7	2.0	0.6
CCc1nnc(SCc2ccc(OC(C)C)cc2)n1N	-4.5	1.7	-1.9	0.1	-2.7	6.6	-3.7	24.8	-2.0
O=C(O/N=C\c1ccc(N2CCOCC2)c([N+](=O)[O-])c1)c1ccccc1Cl	16.2	1.2	-6.8	1.6	-0.5	3.3	13.9	9.9	-0.5

Another view of three compounds above:
Below each SMILES: FAS-TE inh	MT1-MMP act inh	NRP1-CendR mod	MsrA inhibitor	bovine MsrA act	eLon inh	PABP1 MLLE inh	SKN-1 inh	Tb MetRS inh
CCc1cc(C(=O)OC)c(NC(=O)CC2SC(N)=NC2=O)s1 (stereo not drawn)
  -8.5	-3.2	-1.9	-1.4	-10.9	-3.9	1.4	-9.0	-1.4
COCCn1c(=S)[nH]c2cc(C(=O)N3CC(C)CC(C)C3)ccc2c1=O (stereo not drawn)
  -9.0	1.0	14.7	0.6	.	.	-66.0	9.0	.
COc1ccc(CCNC(=O)c2cc([N+](=O)[O-])ccc2N2CCOCC2)cc1
  25.2	-6.3	-1.3	0.5	-0.8	-1.2	11.7	2.0	0.6

Rewritten with two lines to a compound: part of the list above.
Results follow in this order: FAS-TE inh | MT1-MMP act inh | NRP1-CendR mod | MsrA inhibitor | bovine MsrA act | eLon inh | PABP1 MLLE inh | SKN-1 inh | Tb MetRS inh
COCCn1c(=S)[nH]c2cc(C(=O)N3CC(C)CC(C)C3)ccc2c1=O (stereo not drawn)
  -9.0 | 1.0 | 14.7 | 0.6 | . | . | -66.0 | 9.0 | .
COc1ccc(CCNC(=O)c2cc([N+](=O)[O-])ccc2N2CCOCC2)cc1
  25.2 | -6.3 | -1.3 | 0.5 | -0.8 | -1.2 | 11.7 | 2.0 | 0.6

Compound activity: PubChem, several laboratories
